S1P2 antag: human S1P2 receptor antagonists, primary screen, cell-based; Sphingosine 1-phosphate receptor 2 (Homo sapiens), O95136; cell-based S1P2 antagonist assay, inhibition at 5 uM; inhibition, % at 5 µM; actives 0.21% (n = 97,000); in the data active = inhibition above about 45%;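 also: CRE beta-lactamase reporter cells expressing human S1P2 stimulated with S1P; 0% = agonist at EC80 alone and 100% = agonist plus reference antagonist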
Target sequence (O95136 whole entry, looked up): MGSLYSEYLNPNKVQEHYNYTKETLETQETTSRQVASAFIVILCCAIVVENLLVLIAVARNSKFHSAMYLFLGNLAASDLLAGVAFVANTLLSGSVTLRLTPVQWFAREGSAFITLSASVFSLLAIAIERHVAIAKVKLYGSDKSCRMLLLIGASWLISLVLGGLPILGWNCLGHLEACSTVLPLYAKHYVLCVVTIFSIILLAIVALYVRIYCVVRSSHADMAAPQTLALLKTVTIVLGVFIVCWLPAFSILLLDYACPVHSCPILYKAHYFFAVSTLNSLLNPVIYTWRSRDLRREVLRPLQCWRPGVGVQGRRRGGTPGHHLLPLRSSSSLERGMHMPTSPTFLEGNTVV
S1P2 ag: S1P2 receptor agonists, primary screen, cell-based | Sphingosine 1-phosphate receptor 2 (Homo sapiens), O95136 | actives 0.46% (n = 97,000) | S1P2-expressing cell line, agonist reporter read-out | activation, % at 4.5 µM; in the data active = activation above about 16%;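 also: 0% = vehicle low control and 100% = maximal reference agonist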
MT1-MMP txn act: MT1-MMP promoter reporter activation – cell-based, luciferase luminescence, primary screen | AID 750, 2007 | actives 0.16% (n = 86,000) | HT1080 MT1-MMP promoter luciferase reporter, overnight; active compounds read high | activation factor at 10 µM;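 active = activation factor of at least 2 for MT1-MMP transcription at 10 µM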
FAK inh: FAK kinase inhibitors, primary screen, biochemical | biochemical FAK kinase activity assay | inhibition, %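 (tested at 7 µM)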 | actives 0.84% (n = 97,000) | AID 727, 2007; in the data active = inhibition above about 19%;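 also: 0% = DMSO and 100% = reference compound high control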
PLK1 kinase inh: human PLK1 kinase inhibitors, primary screen, biochemical, TR-FRET; recombinant PLK1 kinase, TR-FRET peptide phosphorylation; actives 0.53% (n = 97,000); inhibition, % at 10 µM; Serine/threonine-protein kinase PLK1 (Homo sapiens), P53350;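 active = inhibition of 50% or more in the single-concentration screen; inactive = inhibition below 50%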;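 also: 0% = DMSO max control and 100% = H-89 dihydrochloride min control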
Target sequence (P53350 whole entry, looked up): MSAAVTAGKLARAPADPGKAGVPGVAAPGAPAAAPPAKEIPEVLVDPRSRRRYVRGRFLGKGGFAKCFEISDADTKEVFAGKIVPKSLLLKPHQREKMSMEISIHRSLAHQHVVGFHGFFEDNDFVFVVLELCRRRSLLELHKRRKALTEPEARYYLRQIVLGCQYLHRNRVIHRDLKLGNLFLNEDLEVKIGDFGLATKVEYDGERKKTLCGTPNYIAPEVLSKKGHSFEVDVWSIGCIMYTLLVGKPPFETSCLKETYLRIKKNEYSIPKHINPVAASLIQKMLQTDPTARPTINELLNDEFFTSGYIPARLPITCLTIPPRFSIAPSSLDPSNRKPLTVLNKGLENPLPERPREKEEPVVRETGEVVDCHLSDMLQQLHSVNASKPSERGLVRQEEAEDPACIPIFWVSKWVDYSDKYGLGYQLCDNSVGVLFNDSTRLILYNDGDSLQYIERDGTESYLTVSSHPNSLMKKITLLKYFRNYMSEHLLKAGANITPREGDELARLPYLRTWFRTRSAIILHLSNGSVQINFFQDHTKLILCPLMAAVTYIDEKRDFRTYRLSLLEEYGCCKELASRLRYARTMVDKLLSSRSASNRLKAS
EphB4 antag: EphB4-ephrin-B2 interaction antagonists, primary screen, biochemical, TNYL-RAW peptide probe, fluorescence polarization. actives 0.15% (n = 97,000). inhibition, % at 7 µM. Ephrin type-B receptor 4 (Homo sapiens), P54760. AID 720, 2007. EphB4 LBD / TNYL-RAW-Alexa532 peptide;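 active = inhibition above the screen-wide mean inhibition plus 3 SD, cut at about 15% in these data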;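 also: 0% = DMSO wells and 100% = excess unlabeled TNYL-RAW peptide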
Rev-RRE block: HIV-1 Rev-RRE binding inhibitors, primary screen, biochemical, FRET, protein-RNA interaction; P05866; Rev peptide-RRE RNA binding; inhibition, % at 8 µM; actives 0.79% (n = 97,000); AID 704, 2007;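 active = inhibition above the screen-wide mean plus 3 SD, cut at about 35% in these data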;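 also: 0% = median DMSO wells and 100% = median Neomycin B control wells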
Target sequence (P05866 whole entry, looked up): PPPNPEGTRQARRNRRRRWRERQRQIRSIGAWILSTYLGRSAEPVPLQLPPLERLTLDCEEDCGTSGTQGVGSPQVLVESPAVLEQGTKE
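Assay system: Labelled RRE RNA duplex and labelled Rev peptide | Times: 5 min preincubation and 15 min binding, 25 °C | Detection: FRET, ex 480 nm, em 540 and 671 nm | Evaluation: % inhibition of FRET ratio versus controls | Benchmarks: DMSO wells as 0% and neomycin B wells as 100% inhibition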
PLK1 PBD inh: Plk1 polo box domain binding inhibitors, primary screen, biochemical, fluorescence polarization | inhibition, %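 (tested at about 20 µM)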 | Serine/threonine-protein kinase PLK1 (Homo sapiens), P53350 | Plk1 PBD phosphopeptide binding | actives 0.13% (n = 97,000); in the data active = inhibition above about 34%, passing the limit was not always enough
PLAP activator: PLAP enzyme activators, biochemical, luminescence, HTS. Alkaline phosphatase, placental type (Homo sapiens), P05187. purified PLAP enzyme, luminescent substrate read-out; active compounds read high. activation fold at 20 µM. actives 1.2% (n = 96,000); in the data active = activation fold above about 2
* hit, by the source's call; . = no result given.

cpd	S1P2 antag	S1P2 ag	MT1-MMP txn act	FAK inh	PLK1 kinase inh	EphB4 antag	Rev-RRE block	PLK1 PBD inh	PLAP activator	SMILES
1	-9.8	-7.7	.	-5.2	-11.6	-7.0	13.4	-4.7	1.1	c1ccc2c(C[n+]3csc4ccccc43)cccc2c1
2	-22.5	-3.0	1.1	0.4	-6.8	-1.8	8.7	-7.0	1.4	Cc1cc(C)cc(-c2nnc(SCC(=O)N3CCN(C(=O)c4ccco4)CC3)o2)c1
3	11.0	0.7	1.2	-1.4	-25.0	2.5	8.3	-10.0	1.1	CCc1ccc(CN2CC(C(=O)O)CC2=O)cc1 (stereo unspecified)
4	-8.1	-5.0	1.3	-1.1	-9.1	1.0	5.9	-7.4	0.9	CCC(=O)NCCc1c[nH]c2ccccc12
5	9.2	-3.1	1.2	0.0	-2.8	5.5	10.0	-8.3	.	COC(=O)C(O)(CC(=O)Nc1ccccc1OC)C(F)(F)F (stereo unspecified)
6	10.2	-4.7	1.1	-10.1	-1.0	-1.6	5.8	13.5	1	O=C(O)CCNS(=O)(=O)c1ccc(Oc2ccccc2)cc1
7	10.8	-4.8	0.9	21.4*	5.0	-1.2	5.1	-20.2	0.9	CCC(=O)Nc1sc2c(c1C(N)=O)CCC2
8	15.6	-8.5	1.1	25.9*	0.3	5.3	10.9	-14.9	0.8	O=C(Nc1ccc(Cl)c(Cl)c1)N1CCSC1c1ccco1 (stereo unspecified)
9	1.6	-2.6	1	-2.0	-6.8	4.3	1.8	-2.9	0.9	Cc1nnc(SCC(=O)N2c3ccccc3CC2C)s1 (stereo unspecified)
10	-0.6	-0.8	1	0.5	-10.3	-2.5	-2.9	-20.6	1.5	S=c1[nH]nc(C23CC4CC(CC(C4)C2)C3)n1Cc1ccco1
11	7.1	-1.4	1.1	1.2	-11.7	2.4	7.2	12.6	1.4	COc1ccc(C2C(C(=O)c3ccco3)=C(O)C(=O)N2CCOCCO)cc1OC (stereo unspecified)
12	-6.7	-1.6	1.2	-0.5	-11.8	-7.1	-0.8	17.3	.	CCOC(=O)N1CCC(NC(=O)c2ccc3c(c2)N(C)CCS3)CC1
13	15.8	-1.9	1.1	-1.0	-4.5	0.5	5.9	-17.7	0.9	CC(C)(C)NC(=O)C1CC(=O)OC1(C)C (stereo unspecified)
14	1.6	-5.1	.	-3.4	-12.9	-4.5	-2.0	-12.9	0.9	CC(C)(C)NC(=O)C(c1ccncc1)N(C(=O)c1csnn1)c1ccccc1 (stereo unspecified)
15	-14.2	-5.7	1.2	1.6	-11.6	-3.3	5.9	18.6	.	Cc1ccc(C(c2nnnn2C2CCCC2)N2CCN(c3nc4ccccc4s3)CC2)cc1 (stereo unspecified)

Of the compounds above, these have an NH in an aromatic ring:
cpd	S1P2 antag	S1P2 ag	MT1-MMP txn act	FAK inh	PLK1 kinase inh	EphB4 antag	Rev-RRE block	PLK1 PBD inh	PLAP activator	SMILES
4	-8.1	-5.0	1.3	-1.1	-9.1	1.0	5.9	-7.4	0.9	CCC(=O)NCCc1c[nH]c2ccccc12
10	-0.6	-0.8	1	0.5	-10.3	-2.5	-2.9	-20.6	1.5	S=c1[nH]nc(C23CC4CC(CC(C4)C2)C3)n1Cc1ccco1

Other entries follow:
cpd	S1P2 antag	S1P2 ag	MT1-MMP txn act	FAK inh	PLK1 kinase inh	EphB4 antag	Rev-RRE block	PLK1 PBD inh	PLAP activator	SMILES
16	-6.2	-5.5	1.2	-1.8	-8.4	1.5	4.5	-27.2	1	C=CCn1c(SCc2ccc(C#N)cc2)nnc1-c1ccc(C)cc1
17	4.2	-4.3	0.9	-6.5	6.3	3.9	17.5	-2.4	1.5	COc1ccc2nc(SCC(=O)Nc3ccc(S(=O)(=O)N4CCCC4)cc3)c(C#N)cc2c1
18	5.5	-11.3	1	2.8	-11.7	3.1	6.8	-12.7	1.1	COc1ccc(Cc2nnnn2CC(=O)O)cc1
19	-9.4	-3.8	1.1	-0.6	-8.9	2.9	5.4	-11.0	1.5	COc1ccccc1C(=O)Nc1ncc2c(n1)CC(c1ccco1)CC2=O (stereo unspecified)
20	-11.1	-0.6	1.3	0.3	0.9	-6.4	2.6	-1.2	0.8	O=C(CN1C(=O)CCC1=O)Nc1ccc2c3c(cccc13)CC2
21	-1.1	-8.2	1.2	-1.0	-4.1	-8.6	1.8	-10.1	1	O=C(Nc1nc2ccccc2s1)C1CC(=O)N(c2ccccc2)C1 (stereo unspecified)
22	-24.9	-1.6	.	-0.2	-12.8	-2.2	3.2	-11.3	1.5	COC(=O)c1cc(OC)c(OC)cc1NC(=O)Cc1ccccc1[N+](=O)[O-]
23	3.0	-7.4	1.1	3.3	-5.9	-1.3	2.4	13.2	.	CC(=O)NCc1ccc(C(=O)CSc2nnc(-c3ccncc3)n2Cc2ccccc2)o1
24	6.7	-7.4	1.1	0.3	2.0	-3.7	7.7	-15.1	1.1	O=C(c1cccnc1)N1CCC(c2nc3ccccc3[nH]2)CC1
25	4.7	-2.0	1.2	1.9	-4.8	-1.4	-1.1	-1.1	.	C/C(NCCN1CCOCC1)=C(\C#N)C(N)=O
26	-0.8	-2.4	.	1.1	-8.5	-10.2	16.9	11.7	1	COc1ccc(Oc2ccc3c(C(F)(F)F)cc(C(F)(F)F)nc3n2)cc1
27	-29.7	-3.0	1.1	0.1	-12.9	8.0	0.6	4.7	0.9	CCCCCn1c(SCC(=O)OC)nc2c1c(=O)[nH]c(=O)n2C
28	-12.8	-1.9	1.4	0.4	-7.4	4.8	5.5	9.1	.	Nc1c(C(=O)c2ccc(F)cc2)oc2ccccc12
29	29.3	-5.5	1.4	0.6	-0.5	7.0	6.5	-21.4	1.4	O=c1[nH]c(CN2CCCCC2)nc2ccccc12
30	-26.5	-1.3	1.2	-0.1	-12.8	1.4	3.1	-23.6	.	CCOC(=O)C1CCCN(C(=O)CC(c2ccccc2)c2ccccc2)C1 (stereo unspecified)

Of the compounds above, three have fluorine.
cpd	S1P2 antag	S1P2 ag	MT1-MMP txn act	FAK inh	PLK1 kinase inh	EphB4 antag	Rev-RRE block	PLK1 PBD inh	PLAP activator	SMILES
5	9.2	-3.1	1.2	0.0	-2.8	5.5	10.0	-8.3	.	COC(=O)C(O)(CC(=O)Nc1ccccc1OC)C(F)(F)F (stereo unspecified)
26	-0.8	-2.4	.	1.1	-8.5	-10.2	16.9	11.7	1	COc1ccc(Oc2ccc3c(C(F)(F)F)cc(C(F)(F)F)nc3n2)cc1
28	-12.8	-1.9	1.4	0.4	-7.4	4.8	5.5	9.1	.	Nc1c(C(=O)c2ccc(F)cc2)oc2ccccc12

Other compounds.
cpd	S1P2 antag	S1P2 ag	MT1-MMP txn act	FAK inh	PLK1 kinase inh	EphB4 antag	Rev-RRE block	PLK1 PBD inh	PLAP activator	SMILES
31	-13.5	-2.1	1.3	0.5	-10.9	-1.6	7.4	10.0	.	CCOc1ccccc1NC(=O)c1cccnc1
32	-15.3	-5.2	.	2.2	-9.5	-0.3	6.3	-31.9	1	O=S(=O)(c1cccs1)N1CN(Cc2ccccc2)c2nc3ccccc3nc21
33	8.3	-2.2	1.3	-0.2	-11.8	-4.8	1.9	2.7	1.2	O=C(NCc1ccccn1)C1CCCN(S(=O)(=O)c2ccc(Br)cc2)C1 (stereo unspecified)
34	-3.6	-4.0	1.2	-1.9	-17.7	0.3	4.0	-16.2	.	O=C(O)CCCNS(=O)(=O)c1ccccc1
35	-11.5	-9.2	1.2	0.3	-10.5	1.1	8.1	-4.8	.	COc1ccc(-c2nnc(SCC(=O)N3c4ccccc4Sc4ccccc43)o2)cc1
36	-8.8	-5.8	.	-3.1	-17.2	5.0	3.3	-1.8	0.8	CCOC(=O)c1cc(C(=O)Nc2ccccc2F)nn1C
37	4.8	-0.6	1.1	0.3	-5.2	-6.1	7.0	5.1	0.9	Cc1cc(-n2c(C)cc(C(=O)COC(=O)CN=C3NS(=O)(=O)c4ccccc43)c2C)no1
38	-9.5	0.9	1	-5.2	-4.7	0.9	5.0	16.9	1.5	CCC(C)Sc1nc(O)c(Cc2ccccc2)c(=O)[nH]1 (stereo unspecified)
39	5.9	-10.0	1.2	-3.8	6.3	5.9	2.9	-0.7	0.9	CC(=O)c1cccc(NC(=O)NC2CCCCC2)c1
40	-10.5	2.2	1.1	-0.5	-17.3	-7.3	-1.0	14.8	.	Cc1cnc(C(=O)OCC(=O)Nc2ccc(Cl)cc2Cl)cn1
41	10.1	-1.3	.	3.3	-2.6	-0.1	17.9	14.8	0.8	Cc1ccc(S(=O)(=O)N2CC3CCCN3c3ccc(C(F)(F)F)cc32)cc1 (stereo unspecified)
42	11.0	-2.3	.	-0.5	-3.0	-0.2	5.1	-1.4	1	COc1ccc2c(c1)SCCC2=O
43	23.1	-5.1	1.2	3.5	-7.1	-0.6	9.5	3.3	.	CCCCN(CC)CCCNC(=O)c1cc2c(=O)n(C)c3ccccc3c2n1C
44	-1.2	-7.6	.	-2.1	-7.0	-0.8	9.1	-32.5	1.1	NC(=O)c1ccc(Cc2ncc(C(F)(F)F)cc2Cl)s1
45	-0.6	-8.4	1.1	3.8	-4.4	2.6	1.0	-0.9	0.8	Cc1ccc(NC(=O)c2cccs2)cc1NC(=O)c1ccco1

One compound at a time, from the list above. Order of screens: S1P2 antag	S1P2 ag	MT1-MMP txn act	FAK inh	PLK1 kinase inh	EphB4 antag	Rev-RRE block	PLK1 PBD inh	PLAP activator
Listed for CC(=O)c1cccc(NC(=O)NC2CCCCC2)c1 → 5.9	-10.0	1.2	-3.8	6.3	5.9	2.9	-0.7	0.9
Listed for CCC(C)Sc1nc(O)c(Cc2ccccc2)c(=O)[nH]1 (stereo unspecified) → -9.5	0.9	1	-5.2	-4.7	0.9	5.0	16.9	1.5

(listing goes on)
cpd	S1P2 antag	S1P2 ag	MT1-MMP txn act	FAK inh	PLK1 kinase inh	EphB4 antag	Rev-RRE block	PLK1 PBD inh	PLAP activator	SMILES
46	7.2	-3.5	1.2	-1.8	-8.5	6.0	4.2	-6.6	.	COC(=O)C(C(=O)OC)C(C(C)C)C(C(=O)OC)C(=O)OC
47	-15.2	1.4	1.2	0.8	-11.8	5.9	-6.8	3.6	0.7	COc1ccccc1OCC(=O)Nc1cccc(-c2nc3ccccc3o2)c1
48	-9.6	-8.2	.	0.0	-9.2	4.6	5.2	4.0	0.8	Cc1ccc(NC(=O)c2cc(S(=O)(=O)N3CCCCC3)cs2)cc1
49	-10.4	0.4	1.6	1.7	-3.5	0.5	1.7	-20.1	1.5	COc1cc2c(C(=O)N3CCN(c4cccc(Cl)c4)CC3)cn(CC(C)C)c(=O)c2cc1OC
50	7.7	-2.5	1.1	-0.6	-8.6	-9.4	3.2	4.1	.	COC(=O)C1CCN(c2cc(=O)n(Cc3ccc(F)cc3)c(=O)[nH]2)CC1
51	-13.2	-5.4	0.9	-1.7	1.2	-1.0	7.7	7.5	1.1	CCCCNC(=O)COC(=O)c1ccc(Cl)c(S(N)(=O)=O)c1
52	22.6	0.8	1	1.2	-9.5	-3.9	2.6	-12.0	1.5	Cn1c(Oc2ccccc2NCc2cccc(Br)c2)cc(=O)n(C)c1=O

Copied from above, entries 46 to 48
cpd	S1P2 antag	S1P2 ag	MT1-MMP txn act	FAK inh	PLK1 kinase inh	EphB4 antag	Rev-RRE block	PLK1 PBD inh	PLAP activator	SMILES
46	7.2	-3.5	1.2	-1.8	-8.5	6.0	4.2	-6.6	.	COC(=O)C(C(=O)OC)C(C(C)C)C(C(=O)OC)C(=O)OC
47	-15.2	1.4	1.2	0.8	-11.8	5.9	-6.8	3.6	0.7	COc1ccccc1OCC(=O)Nc1cccc(-c2nc3ccccc3o2)c1
48	-9.6	-8.2	.	0.0	-9.2	4.6	5.2	4.0	0.8	Cc1ccc(NC(=O)c2cc(S(=O)(=O)N3CCCCC3)cs2)cc1

Rows are unselected (roughly 3.9% active in at least one column).
